# HCMV antiviral – blocks human cytomegalovirus replication | 4.5% of 410,000 active | HFF cells, HCMV-luciferase reporter, 72 h; hits give low values | activity change, negative = inhibition, % at 57.5 µM; in the data active = activity change below about -60%; inconclusive = no clear call, values can overlap the other calls; inactive = above about -39%
#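 After 16 h attachment at 37C, HFF cells received test compound and HCMV-luciferase (1 PFU/cell); reporter luminescence read 72 h later, data normalized against buffer-only and known inhibitor Salinomycin.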
# Giardia FBPA inh – inhibitors of Giardia lamblia fructose-1,6-bisphosphate aldolase; Potency, µM (doses to about 59.6 µM), for the others: top-dose activity, negative = inhibition, actives largely listed as inhibitors; AID 2451; purified Giardia FBPA; 0.71% of 290,000 active; A8B2U2; also: potency is read from the fitted curve at half-maximal effect; nearly all actives have a fitted effect of over 55% in size
# Target sequence (A8B2U2 whole entry, looked up): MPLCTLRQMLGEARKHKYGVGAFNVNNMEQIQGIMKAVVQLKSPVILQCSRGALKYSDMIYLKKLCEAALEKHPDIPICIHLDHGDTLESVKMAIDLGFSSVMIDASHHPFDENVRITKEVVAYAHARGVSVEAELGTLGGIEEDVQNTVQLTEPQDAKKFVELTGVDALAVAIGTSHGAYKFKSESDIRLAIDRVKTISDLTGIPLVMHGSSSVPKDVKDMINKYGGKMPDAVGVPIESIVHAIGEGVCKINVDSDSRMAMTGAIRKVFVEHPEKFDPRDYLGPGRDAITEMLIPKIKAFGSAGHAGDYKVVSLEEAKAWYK
#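 Giardia FBPA (40 nM reagent) was preincubated 10 min at RT with compound (up to 57.5 uM final), then substrate plus GAPDH/TPI/NAD/arsenate coupling system with diaphorase/resazurin was added; resorufin fluorescence (525/598 nm) was read after 20 min.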
# AmpC no deterg – blocks E. coli AmpC beta-lactamase in detergent-free assay; AmpC nitrocefin hydrolysis, absorbance 480 nm, 0.0001% Triton; Potency, µM (top dose mostly 57.1 µM), for the others: at the highest dose activity change, negative = inhibition, actives largely listed as inhibitors; 0.52% of 330,000 active; P00811;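 also: potency is read from the fitted curve at half-maximal effect; plate controls were no compound for no effect and no enzyme for full effect; nearly all actives have a fitted effect of over 20% in size; some results filed as inactive show a strong effect at the top dose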
# Target sequence (P00811 whole entry, looked up): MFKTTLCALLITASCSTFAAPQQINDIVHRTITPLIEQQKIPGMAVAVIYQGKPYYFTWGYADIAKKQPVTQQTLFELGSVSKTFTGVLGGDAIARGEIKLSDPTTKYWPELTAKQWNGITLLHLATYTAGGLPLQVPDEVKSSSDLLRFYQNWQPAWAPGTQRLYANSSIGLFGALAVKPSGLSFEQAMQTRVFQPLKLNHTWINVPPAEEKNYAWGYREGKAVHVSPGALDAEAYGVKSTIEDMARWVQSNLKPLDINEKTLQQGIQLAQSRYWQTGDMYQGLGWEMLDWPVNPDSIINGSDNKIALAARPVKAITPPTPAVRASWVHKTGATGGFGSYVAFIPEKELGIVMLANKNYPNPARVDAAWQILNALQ
#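 AmpC (5.3 nM in the dispensed reagent) in 20 mM phosphate pH 7.0 with 0.01% (detergent screen) or 0.0001% Triton X-100 was preincubated with compounds for 15 min at room temperature. Nitrocefin was then added from an 800 uM solution, and hydrolysis was followed at 480 nm.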
# HCV inhibitor – HCV inhibition | 3.4% of 340,000 active | Huh7.5.1 HCVcc-Cre infection, luciferase reporter, 44 h | Potency, µM (doses to about 41.8 µM), for the others: at the top dose activity change, negative = inhibition, actives largely listed as inhibitors; also: potency is read from the fitted curve at half-maximal effect
#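 HCVcc-Cre virus at an moi near 0.5 was added right after compound to cells cultured 4 h from seeding (1,000 cells/well). Luciferase activity was determined 44 h later, 15 min after substrate addition at RT.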
# Sm TGR block – blocks Schistosoma mansoni thioredoxin glutathione reductase. Q962Y6. purified TGR, DTNB reduction, TNB absorbance 405 nm. Potency, µM (top dose mostly 114 µM), for inactives: at the highest dose activity change, negative = inhibition, most hits filed as inhibitors. 3% of 360,000 active; also: potency is read from the fitted curve at half-maximal effect; nearly all actives have a fitted effect of over 60% in size
#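 Kinetic colorimetric format: TGR-catalysed, NADPH-driven DTNB reduction monitored via TNB absorbance. Enzyme dispensed at 20 nM; compound exposure 15 min at room temperature before reaction start.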
# AmpC inh detg – blocks E. coli AmpC beta-lactamase in detergent assay. Potency, µM (highest dose often 114 µM), for the others: top-dose activity change, negative = inhibition, hits mostly inhibitors. AmpC hydrolysis of nitrocefin, absorbance 480 nm, 0.01% Triton. 0.041% of 370,000 active. P00811;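 also: potency is read from the fitted curve at half-maximal effect; 0% = no-compound wells and -100% = no-enzyme wells; nearly all actives have a fitted effect of over 25% in size; some results filed as inactive show a strong effect at the top dose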
#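 AmpC (5.3 nM in the dispensed reagent) in 20 mM phosphate pH 7.0 with 0.01% (detergent screen) or 0.0001% Triton X-100 was preincubated with compounds for 15 min at room temperature. Nitrocefin was then added from an 800 uM solution, and hydrolysis was followed at 480 nm.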
# * = called active by the depositor; ? = inconclusive; / = no result given; & = joins results of further samples; [ ] = another dose, or the depositor's remark. Unless noted, calls follow the shape of the dose curve; as a rule, active = well fitted curve in the direction sought with a large enough effect; inconclusive = small, poorly fitted or top-dose-only effect, or another doubt; inactive = no such curve, though single readings can be large; an effect the other way counts as inactive or inconclusive. Unless noted, % is scaled to controls: 0 for no effect and ±100 for the full control effect.
Compound	HCMV antiviral	Giardia FBPA inh	AmpC no deterg	HCV inhibitor	Sm TGR block	AmpC inh detg
CCOc1ccc(-c2ccc(CO)o2)cc1N	96	/	/	/	-1%	4%
COc1ccc(-n2cc(CN3CCC(OC)CC3)c(-c3cccc(F)c3)n2)cc1	7	-4%	118%[activator]	3%	8%	-2%
O=C(COc1ccc2c3c(c(=O)oc2c1)CCCC3)N1CCN(c2ccccc2)CC1	-19	/	-7%	?	0%	4%
O=C(CC12CC3CC(C1)CC(CC(=O)NC1=NCCS1)(C3)C2)NC1=NCCS1	35	4%	?	4%	-5%	-2%
COC(=O)C(O)(NC(=O)c1ccncc1)C(F)(F)F (configuration not stated)	-20	1%	-9%	21%	-17%	1%
Cc1nc2cc3c(cc2s1)OCO3	-34	0%	-17%	26%	-2%	2%
O=C(NC(=S)N1CCCCC1CO)C12CC3CC(CC(C3)C1)C2 (configuration not stated)	-10	-1%	-17%	11%	7%	?
CCn1c(SCC(=O)O)nc2sc3c(c2c1=O)CCC3	-11	14%	-18%	21%	7%	?
COc1cc(OC)cc(C(=O)OC/C(O)=C(\C#N)c2nc3ccccc3[nH]2)c1	-21	-15%	-28%	-28%	-1%	6%
O=C(Nc1ccc(N2CCN(C(=O)c3ccc(Cl)cc3)CC2)cc1)c1cc2ccccc2o1	-32	2%	-4%	13%	-18%	-7%
CN(CCc1ccccn1)C(=O)CCC1CCCN(C(=O)c2cccc(N(C)C)c2)C1 (configuration not stated)	-15	-1%	-2%	0%	5%	-2%
CCOC(=O)c1c(C)c(C(=O)NCc2cccs2)c(C)n1CC	-30	-1%[12.9 µM]	3%	-26%	13%	-15%
O=C(c1cc(F)ccc1F)C1CCCN(C(=O)c2cccs2)C1 (configuration not stated)	?	2%	-6%	6%	0%	6%
O=C(CN1CCN(S(=O)(=O)c2ccc(Br)cc2)CC1)N/N=C/c1cccs1	?	7%	-2%	-1%	1%	?
O=C(NCC(c1cccnc1)N1CCN(Cc2ccccc2)CC1)C(=O)Nc1ccc(F)cc1 (configuration not stated)	-13	/	/	/	27%	19%
CC(=O)C1=C(C)NC(SCC(=O)c2ccc(Cl)c(Cl)c2)=C(C#N)C1c1ccco1 (configuration not stated)	20	-26%	6%	?	?	-10%
Cc1ccc(S(=O)(=O)CCC(=O)OCC(=O)NC(=O)c2ccccc2)cc1	-15	/	-21%	17%	-1%	-13%
CCc1nnc(NS(=O)(=O)c2ccc(NC(=O)c3ccc(Br)cc3)cc2)s1	8	-18%	-44%	6%	-6%	?
COCc1cc(C)nc(NC2CC(C)(C)NC(C)(C)C2)c1C#N	?	7%	0%	-5%	11%	-4%
O=C(NNc1cccc(Cl)n1)c1c(Cl)cccc1Cl	27	-4%	-7%	12%	-22%	3%
Oc1c(CN2CCN(c3ccccn3)CC2)cc(Cl)c2cccnc12	/	?	32%	5µM*	?	-10%
CCC1=C2CC[C@H]3C(=O)N(CC)C(=O)[C@H]3[C@H]2[C@@]2(Cc3ccccc3)C(=O)N(Cc3ccccc3)C(=O)N2C1=O	0	2%&-1%	28%	8%	19%	-1%
COc1ccccc1CC(=O)N1CCCc2cc(C)ccc21	43	0%	28%	-2%	12%	-14%
COc1ccc(C2C(C(=O)N3CCOCC3)c3ccccc3C(=O)N2c2ccc(OC)cc2)cc1 (configuration not stated)	21	4%	35%	-9%	0%	3%
O=C(NC1CCCC1)c1cc(-c2ccc(Cl)cc2)on1	0	4%	-17%	-11%	0%	3%
Cc1ccc(NC(=O)CCCn2c(=O)c3cccn3c3cccnc32)c(Cl)c1	-32	/	/	/	5%	10%
COc1ccc(S(=O)(=O)Nc2nc3ccccc3nc2NCC2CCCO2)cc1 (configuration not stated)	-23	5%	-31%	20%	-12%	-5%
COc1cc2c(cc1OC)C(c1ccccc1)N(C(=O)CSCC(=O)O)CC2 (configuration not stated)	-3	-2%	29%	7%	-31%	?
Cc1ccc(/C=N/NC(=O)c2cc3c(ccc4ccccc43)o2)cc1[N+](=O)[O-]	-8	3%	-27%	16%	-18%	-8%
Cc1cc2nc(-c3ccc(SCC(=O)Nc4nccs4)nc3)[nH]c2cc1C	?	2%	-17%	7%	-2%	-2%

# Following part
Compound	HCMV antiviral	Giardia FBPA inh	AmpC no deterg	HCV inhibitor	Sm TGR block	AmpC inh detg
CC1=C(C)CC(C(=O)NCc2ccc3c(c2)OCO3)C(C(=O)O)C1 (configuration not stated)	5	-1%	-6%	8%	3%	-8%
COC(=O)C(Cc1c[nH]c2ccccc12)NC(=O)c1cc(-c2ccc(OC)c(OC)c2)oc1C (configuration not stated)	43	-4%	93%[activator]	10µM*	-26%	?
CN(C)CCCN(C(=O)/C=C/c1cccs1)c1nc2c(F)cccc2s1	?	-8%	141%[activator]	?	-17%	?
COc1ccc(CC2(CO)CCN(S(=O)(=O)c3sccc3C)CC2)cc1	4	-4%	4%	-18%	-16%	4%
CCn1c(=O)cc(SCC(=O)NCc2ccccc2OC)c2ccccc21	-3	/	/	/	7%	0%
Cc1ccc(C(=O)COc2ncnc3cc(Cl)ccc23)cc1	28	1%	-13%	-11%	-26%	6%
Cn1cccc1C(=O)NCC1CCCCC1	2	4%	-4%	5%	14%	-1%
CCOC(=O)Cn1nc(CC)c2ccccc2c1=O	3	5%	-2%	-14%	0%	5%
C=C(C)c1cccc(C(C)(C)NC(=O)N2CCN(c3ccccc3)CC2)c1	11	0%	-6%	9%	-26%	-10%
COc1ccc(OC)c(NC2=NC3(CCCCC3)N=C(N)N2)c1	1	1%	-43%	?	-8%	0%
CC(C)c1nc2ccc(NC(=O)C34CC5CC(CC(C5)C3)C4)cc2[nH]1	16	5%	-22%	-23%	-1%	-2%
Cc1cc(C)cc(-n2c(=O)[nH]c3ccccc3c2=O)c1	-2	/	/	/	11%	4%
CCS(=O)(=O)n1nc(-c2ccccc2)nc1SC	-7	0%	-9%	2%	-2%	0%
Cc1ccc(C(=O)c2coc3c2C(=O)C(=O)c2ccccc2-3)cc1	-23	2.8µM*	-39%	?	?	2%
COc1ccc(/C=C/C(=O)OCC(=O)c2c(N)n(C)c(=O)n(C)c2=O)cc1	-9	-5%	-10%	2%	-3%	-3%
COc1ccccc1/C=C(/NC(=O)c1ccccc1)C(=O)NCCN1CCOCC1	-19	/	-3%	14%	-11%	2%
COc1ccc(C2(C(=O)Nc3cc(C)on3)CCOCC2)cc1	?	0%	-3%	0%	-13%	-5%
CCCCN1C(=O)/C(=C(/C#N)C(=O)N2CCCC2)c2ccccc21	?	-1%	-8%	-7%	6%	-10%
O=C1/C(=C/c2ccc(F)cc2)CCC1C1CCCC1 (configuration not stated)	-34	2%	-13%	14%	8%	?
CCOC(=O)C1CCN(/C=C2/C(=O)NC(=S)N(c3cccc(OC)c3)C2=O)CC1	20	0%	-21%	7%	25%	-6%
CC(=O)NC(CC(=O)OCC(=O)c1cc(C)ccc1C)c1ccccc1 (configuration not stated)	-19	/	51%	-4%	/	/
COc1ccc(S(=O)(=O)Cc2ccc(C(=O)N3CCN(c4cc(C)ccc4C)CC3)o2)cc1	-37&18	-3%	130%[activator]	-7%	-3%&-4%	?
COC(=O)C1=C(c2ccc(OCc3ccccc3)cc2)C[C@@H]2CC[C@H]1N2C(=O)NCc1ccc([N+](=O)[O-])cc1	-10	/	-5%	6%	/	/
NC(=O)C1CCN(C(=O)c2ccc(NS(=O)(=O)c3ccc(F)cc3)cc2)CC1	-27	/	-8%	1%	-2%	2%
CSc1nsc(/C=C/Nc2ccc(Cl)cc2)c1C#N	6	-21%	18µM*	?	-17%	-5%
CCCCC(=O)Nc1cccc(NC(=S)NC(=O)Cc2ccccc2)c1	-26	-1%	-30%	-8%	-17%	-12%
COc1c(Cl)cc(Cl)cc1CNCc1ccccc1	-5	-5%	-4%	-26%	/	3%
COc1ccc(NC(=O)c2cccc(N3C(=O)C4C5C=CC(C5)C4C3=O)c2)cc1Cl (configuration not stated)	13	/	-18%	10µM*	-14%	1%
CCN1CCN(c2cc(N3CCCC3)c(F)cc2[N+](=O)[O-])CC1	?	0%	22%	?	-2%	?
CCOC(CNC(=O)c1ccc(N2CCc3ccccc32)c([N+](=O)[O-])c1)OCC	-36	-13%	29%	?	3%	0%

# Profiles, quoted from the list. Order of screens: HCMV antiviral, Giardia FBPA inh, AmpC no deterg, HCV inhibitor, Sm TGR block, AmpC inh detg
# C=C(C)c1cccc(C(C)(C)NC(=O)N2CCN(c3ccccc3)CC2)c1 in the list: 11, 0%, -6%, 9%, -26%, -10%
# COC(=O)C(Cc1c[nH]c2ccccc12)NC(=O)c1cc(-c2ccc(OC)c(OC)c2)oc1C (configuration not stated) in the list: 43, -4%, 93%[activator], 10µM*, -26%, ?

# Remaining list, next part
Compound	HCMV antiviral	Giardia FBPA inh	AmpC no deterg	HCV inhibitor	Sm TGR block	AmpC inh detg
COc1cc(CN(C(=O)c2ccco2)c2ccc(C)cc2)ccc1O	?	21%	1%	4%	13%	-10%
COc1ccc2oc(=O)c(C(=O)N3CCN(c4ccccc4C)CC3)cc2c1	?	-8%	-19%	-8%	7%	-3%
COc1cc2nc(NCc3ccc(C)cc3)n3nc(-c4ccccc4)nc3c2cc1OC	5	/	/	/	-5%	31%[activator]
COc1cc(C(=O)N/N=C/c2cc([N+](=O)[O-])cs2)cc(OC)c1OC	?	7%	-13%	?	19%	-4%
Clc1cccc(-c2sc(Nc3ccccc3)n[n+]2-c2ccccc2)c1Cl	-35	?	-40%	?	3%	?
CCCn1nc2cc(C(=O)NCCCCc3ccccc3)ccc2c1OCC	-16	-2%	6%	?	1%	-5%
COc1cc(-c2nc(S(=O)(=O)c3ccc(Cl)cc3)c(N3CCOCC3)o2)cc(OC)c1OC	/	1%	-3%	-38%	?	-1%
O=C(/C=C/Nc1ccc(S(=O)(=O)Nc2cnc3ccccc3n2)cc1)c1ccccc1	-12	23%	-22%	6%	-1%	4%
NC(=O)C[n+]1cccc(C(N)=O)c1	-15	2%	-17%	4%	7%	4%
O=c1[nH]c(C2CCN(S(=O)(=O)c3ccccc3C(F)(F)F)CC2)nc2c1nnn2Cc1cccc(F)c1	11	-11%	-5%	-7%	-17%	5%
Cc1ccc(Cn2c(=N)c(C(=O)NCCN3CCOCC3)cc3c(=O)n4ccccc4nc32)cc1	-15	8%	-12%	?	-13%	-4%

# Only AmpC no deterg, for some of the entries so far:
structure	AmpC no deterg
COc1ccc(-n2cc(CN3CCC(OC)CC3)c(-c3cccc(F)c3)n2)cc1	118%[activator]
O=C(COc1ccc2c3c(c(=O)oc2c1)CCCC3)N1CCN(c2ccccc2)CC1	-7%
O=C(CC12CC3CC(C1)CC(CC(=O)NC1=NCCS1)(C3)C2)NC1=NCCS1	?
COC(=O)C(O)(NC(=O)c1ccncc1)C(F)(F)F (configuration not stated)	-9%

# Assay outcomes from PubChem BioAssay.
